PREPL inh: human PREPL enzyme inhibition. Q4J6C6. recombinant PREPL, fluorescence polarization activity-based probe. inhibition, % at 5.96 µM. 320,000 compounds, 0.68% hits. AID 2751; in the data active = inhibition above about 43%;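 also: 0% = enzyme with DMSO and 100% = wells lacking enzyme; many of its hits are not listed in these tables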
Target sequence (Q4J6C6 whole entry, looked up): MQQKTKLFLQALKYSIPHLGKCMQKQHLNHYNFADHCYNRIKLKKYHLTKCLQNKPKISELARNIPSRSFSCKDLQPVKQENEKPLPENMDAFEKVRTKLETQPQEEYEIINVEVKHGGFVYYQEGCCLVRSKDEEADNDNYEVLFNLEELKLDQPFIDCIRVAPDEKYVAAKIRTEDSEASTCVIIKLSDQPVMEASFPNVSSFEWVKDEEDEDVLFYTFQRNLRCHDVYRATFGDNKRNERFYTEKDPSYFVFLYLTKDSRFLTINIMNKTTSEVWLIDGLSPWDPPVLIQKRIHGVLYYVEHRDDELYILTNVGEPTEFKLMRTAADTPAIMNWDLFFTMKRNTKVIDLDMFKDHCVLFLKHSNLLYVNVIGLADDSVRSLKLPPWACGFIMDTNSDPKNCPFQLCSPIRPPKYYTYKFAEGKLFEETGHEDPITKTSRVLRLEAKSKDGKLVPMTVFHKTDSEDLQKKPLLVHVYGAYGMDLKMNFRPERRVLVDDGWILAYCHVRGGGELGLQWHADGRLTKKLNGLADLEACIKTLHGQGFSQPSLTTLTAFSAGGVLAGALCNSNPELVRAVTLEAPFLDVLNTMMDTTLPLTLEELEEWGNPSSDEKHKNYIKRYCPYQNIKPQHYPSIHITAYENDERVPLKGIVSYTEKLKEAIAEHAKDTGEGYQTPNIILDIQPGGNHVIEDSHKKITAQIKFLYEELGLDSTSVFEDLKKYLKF
LYPLA2 inh: counter-screen for PME1 inhibitors: inhibitors of human LYPLA2; AID 2177; inhibition, % at 5.9 µM; recombinant LYPLA2, FP-Rh probe fluorescence polarization; 320,000 compounds, 0.38% hits;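 active = inhibition above the screen-wide mean plus 3 SD, limit set per campaign, cut at about 26% in these data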;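 also: 0% = LYPLA2 with DMSO and 100% = wells lacking LYPLA2 enzyme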
PAFAH1B2 FP inh: blocks human PAF acetylhydrolase 1b catalytic subunit 2; P68402; recombinant PAFAH1B2, FP-rhodamine activity probe, fluorescence polarization; inhibition, % at 3.39 µM; 340,000 compounds, 1.2% hits;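 active = inhibition above the mean of all tested compounds plus 3 SD, cut at about 24% in these data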;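 also: 0% = enzyme with DMSO and 100% = wells lacking PAFAH1B2; many of its hits are not listed in these tables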
LYPLA1 counter: blocks human lysophospholipase 1, a PME1 counter-screen. recombinant LYPLA1, FP-Rh probe fluorescence polarization. inhibition, % at 5.9 µM. 320,000 compounds, 0.16% hits. AID 2174. O75608;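 active = inhibition above the mean of all tested compounds plus 3 SD, set per campaign, cut at about 14% in these data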;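 also: inhibitors block serine hydrolase probe labeling of LYPLA1 so polarization falls; 0% = enzyme with DMSO and 100% = wells lacking LYPLA1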
PAFAH1B3 inh: PAFAH1B3 (human) inhibition. Q15102. recombinant PAFAH1B3, FP-rhodamine probe, fluorescence polarization. inhibition, % at 3.39 µM. 340,000 compounds, 0.28% hits;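 active = inhibition above the screen-wide average of all tested compounds plus 3 SD, cut at about 25% in these data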;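 also: 0% = enzyme with DMSO only and 100% = wells lacking PAFAH1B3 protein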
PAFAH2 FP inh: inhibitors of human PAFAH2; Q99487; recombinant PAFAH2, FP-rhodamine activity probe, fluorescence polarization; inhibition, % at 3.39 µM; 340,000 compounds, 0.99% hits;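 active = inhibition above the mean over all tested compounds plus 3 SD, cut at about 30% in these data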;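 also: inhibitors block probe labeling of enzyme so polarization drops; 0% = enzyme with DMSO and 100% = wells lacking PAFAH2 protein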
pPAFAH inh: pPAFAH (human) enzyme inhibition | Q13093 | recombinant pPAFAH, FP-rhodamine probe fluorescence polarization | inhibition, % at 3.39 µM | 330,000 compounds, 1.5% hits;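 active = inhibition above the mean inhibition across the screen plus 3 SD, cut at about 25% in these data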;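 also: inhibitors block binding of the rhodamine activity-based probe so polarization drops; 0% = enzyme with DMSO and 100% = wells lacking pPAFAH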
EBNA-1 inhibitor: blocks EBNA-1 binding to DNA; EBNA-1 DNA binding, fluorescence polarization; inhibition, % at 14.8 µM; 300,000 compounds, 0.34% hits; in the data active = inhibition above about 28%
ZTA DNA inh: blocks Epstein-Barr virus ZTA, an EBNA-1 counter-screen. P03206. ZTA-DNA binding, fluorescence polarization. inhibition, % at 11 µM. 320,000 compounds, 0.15% hits. AID 2234; in the data active = inhibition above about 33%
Target sequence (P03206 whole entry, looked up): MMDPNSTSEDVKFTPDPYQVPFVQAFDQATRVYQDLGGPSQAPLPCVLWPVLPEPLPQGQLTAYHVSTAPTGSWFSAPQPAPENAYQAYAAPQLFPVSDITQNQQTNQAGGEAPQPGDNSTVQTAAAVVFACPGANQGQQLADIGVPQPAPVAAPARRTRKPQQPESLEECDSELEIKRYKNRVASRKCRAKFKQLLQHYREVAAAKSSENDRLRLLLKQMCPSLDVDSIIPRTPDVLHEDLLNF
The depositor's hits bear a star; / = not tested or not shown.

SMILES | PREPL inh | LYPLA2 inh | PAFAH1B2 FP inh | LYPLA1 counter | PAFAH1B3 inh | PAFAH2 FP inh | pPAFAH inh | EBNA-1 inhibitor | ZTA DNA inh
CCN(C(=O)Cn1cnc2cc([N+](=O)[O-])ccc2c1=O)C1CCS(=O)(=O)C1 (stereo not given) | 12 | 4 | 4 | 4 | 7 | 2 | 5 | -3 | -11
CC(/C=C/c1ccco1)=N/NC(=O)c1ccc(C)nc1 | 60* | 1 | 0 | 0 | -3 | 2 | 4 | 6 | 8
N#Cc1ccccc1CSc1nnc(-c2ccncc2)o1 | 9 | -1 | 1 | 0 | -1 | -3 | 4 | -18 | -12
CCOC(=O)N1CCN(S(=O)(=O)N2CCCC(C(=O)NCCCN3CC(C)CC(C)C3)C2)CC1 (stereo not given) | -8 | -2 | 1 | 1 | 1 | 1 | 3 | 5 | -3
O=C(c1cnn(-c2ccccc2)c1)c1cc(Br)ccc1O | 13 | 6 | 0 | -3 | 10 | 2 | 12 | / | 8
CCOC(=O)C(C)Sc1nnc(Cc2cc(=O)[nH]c(=O)[nH]2)n1-c1ccc(Cl)cc1 (stereo not given) | -2 | 0 | -1 | 2 | 2 | -4 | 4 | -3 | -6
O=C(c1ccc2ccccc2c1)N1CCCCC1 | -9 | 0 | -1 | -1 | 10 | 1 | 3 | 4 | 9
Cc1ccc(CNC(=O)C2CCCN(c3nc4ccsc4c(=O)s3)C2)cc1 (stereo not given) | -9 | 4 | 4 | -1 | 2 | 1 | 4 | 1 | 0
Cc1cccc(CS(=O)(=O)Cc2ccc(C(=O)NCCCN3CCCC3)o2)c1 | 22 | 5 | -6 | 1 | 6 | -2 | 33* | 2 | 3
COc1ccc(CNC(=O)c2cc3c(=O)n4cccc(C)c4nc3n(CC3CCCO3)c2=N)cc1 (stereo not given) | 30 | -6 | 1 | -4 | 4 | -8 | -2 | -10 | -10
Cc1ccc(C(=O)C2CCN(C(=O)c3ccc(C)cc3)CC2)cc1 | 7 | 7 | 1 | -1 | 3 | -1 | 7 | -3 | -9
O=C(CN1C(=O)c2cccc([N+](=O)[O-])c2C1=O)NCc1ccccc1 | 15 | 3 | 1 | 0 | 0 | 5 | 0 | 0 | -10
CCOC(=O)Cc1csc(NC(=O)c2cccnc2)n1 | 1 | 0 | -2 | 0 | 9 | 6 | 3 | 3 | 9
COc1ccc(C(=O)NNC(=O)CCn2nnc(-c3ccc(C)cc3)n2)cc1OC | 10 | 5 | 6 | 1 | -5 | 3 | 3 | 2 | -5
CCOC(=O)Cn1c(=NC(=O)CC)sc2c(C)cc(C)cc21 | -4 | -1 | -1 | -1 | 2 | 6 | 1 | -5 | -4
CCCCn1c(N)c(N2CCOCC2)c(=O)n(CC(=O)NCCc2ccccc2)c1=O | 3 | 0 | 4 | 1 | 4 | -6 | -1 | 10 | 12
CCOc1ccccc1NC(=O)c1cccc2c1C(=O)N(C1CCCCC1)C2 | 12 | 5 | -1 | 0 | -1 | 8 | -1 | 1 | 14
CCSc1nc2[nH]ncc2c(=O)[nH]1 | 9 | 6 | 4 | -1 | 2 | 9 | 0 | -4 | -4
CS(=O)(=O)Nc1ccc(C(=O)NC2CCCC2)cc1 | 6 | 0 | 3 | -2 | 8 | -5 | -5 | -1 | 14
COc1cc(C(=O)OCC(=O)Nc2sccc2C(N)=O)cc(OC)c1OC | -1 | 22 | 3 | 1 | 4 | 3 | 2 | 8 | 1
CN(C)c1nc(C(N)=O)nc(N2CCOCC2)n1 | -1 | -6 | -3 | -1 | 0 | -1 | 3 | 21 | 11
COc1ccc(-c2nc3ncccc3o2)cc1NC(=O)c1cccs1 | -7 | -2 | 4 | -1 | 10 | -12 | -8 | 2 | 10
OC1(C#CCN2CCCC2)CCCCC1 | -12 | 4 | -7 | -1 | 2 | 4 | -1 | -4 | -6
CCCCCC(=O)NNC(=S)NC(=O)c1cccc([N+](=O)[O-])c1 | 5 | 1 | 5 | -2 | 13 | 2 | 3 | 2 | -8
Cc1ccc(NC(=O)CNCc2ccccc2)cc1Br | -4 | 5 | 4 | 2 | 2 | 1 | 0 | -15 | -10
COc1ccc(C(=O)Nc2cccc(S(C)(=O)=O)c2)cc1OC | -6 | 1 | 1 | 1 | 3 | 1 | 2 | -4 | -14
COCCN(CC(=O)NCc1ccc(F)cc1)C(=O)CCC(=O)Nc1ccccn1 | 19 | 0 | 2 | 0 | 4 | -3 | 2 | 7 | 11
C/C(CC(=O)NC12CC3CC(CC(C3)C1)C2)=N\NC(=O)Cc1cccs1 | 1 | 7 | 14 | 2 | 1 | -2 | 5 | 6 | 16
NNC(=O)c1nnn(-c2nonc2N)c1-c1cccs1 | 3 | 5 | 2 | 4 | 3 | 7 | 5 | -3 | -12
NC(N)=N/N=C/c1ccc(OCc2ccc(Cl)cc2)cc1 | 36 | 4 | 17 | -2 | -5 | 2 | 0 | 10 | 9
O=c1cc(N2CCCCC2)c(-c2ccccc2)nn1Cc1c(Cl)cccc1Cl | 6 | 2 | -5 | -4 | -3 | -1 | 7 | 1 | -6
O=C(CN1C(=O)NC(CCc2ccccc2)C1=O)Nc1ccccc1C(F)(F)F (stereo not given) | 11 | / | 6 | / | -1 | -4 | 4 | / | /
Cc1ccccc1NS(=O)(=O)c1cc(S(C)(=O)=O)ccc1C | -6 | -4 | 4 | -6 | -1 | 7 | 7 | -6 | 3
COc1ccc(C(=O)N/N=C/c2ccccc2OC(=O)c2ccccc2)cc1 | -10 | -38 | 4 | -26 | 5 | -7 | -1 | 3 | -3
CCN1CCN(C(=O)c2ccc(Cl)c(S(=O)(=O)N(C)c3ccccc3)c2)CC1 | -1 | -2 | -2 | -1 | 3 | -3 | -2 | / | -1
COc1ccc(-c2nnn(CC(=O)N(CCCN3CCOCC3)C(C(=O)NC3CCCC3)c3ccc(C)o3)n2)cc1 (stereo not given) | 11 | -8 | 3 | -3 | 4 | 0 | 0 | 3 | 6
C[C@H](NS(=O)(=O)c1ccccc1)C(=O)OCC(=O)NC(=O)Nc1ccc2c(c1)OCCO2 | 16 | 0 | 2 | -3 | 0 | 4 | 6 | -5 | -2
CNC(=S)/N=C/NOCc1c(Cl)cccc1Cl | 4 | -2 | -1 | -3 | 2 | 2 | -7 | -16 | -6
COC(=S)Nc1cccc(C(F)(F)F)c1 | -8 | -2 | / | -4 | / | / | 5 | 8 | 1
Cc1ccc(S(=O)(=O)CCSc2nc(C)cc(C)c2C#N)cc1 | 9 | 5 | 6 | -1 | -7 | 4 | 1 | 3 | 2
COc1ccc(-c2cc(C(=O)N3CCN(c4cccc(C)c4C)CC3)c3ccccc3n2)cc1OC | -18 | -12 | -2 | -7 | -7 | -7 | -1 | 0 | 0
CC(/C=C/c1ccccc1F)=N\NC(=O)c1ccc(Cl)cc1 | -6 | -18 | -1 | -2 | 4 | 2 | -8 | -24 | 2
CCOC(=O)c1cc2c(C)nn(-c3ccccc3)c2s1 | 3 | -2 | 1 | 2 | 11 | -2 | 4 | 6 | 9
Cc1cc(SCC(=O)c2ccccc2)nc(=O)[nH]1 | -11 | -3 | 5 | 0 | 4 | 12 | 4 | 10 | 0
CNC(=O)c1c(NC(=O)c2cccc(N3C(=O)CCC3=O)c2)sc2c1CCCC2 | 6 | 3 | 2 | 5 | 3 | -3 | 0 | 4 | -5
Cc1cc([N+](=O)[O-])ccc1NC(=O)COc1nsnc1N1CCOCC1 | 9 | 6 | 4 | -1 | 12 | -6 | 3 | -10 | 5
COc1cc(F)ccc1S(=O)(=O)N1CCN(Cc2ccccc2)CC1 | 9 | 5 | -1 | 2 | -3 | 2 | 2 | 2 | -13
CCN(CC)C(=O)c1[nH]cnc1C(=O)Nc1cccc(Cl)c1 | 1 | -1 | 1 | -1 | 6 | 4 | 2 | / | 11

An excerpt from above in order of their number in pPAFAH inh, highest first:
smiles | pPAFAH inh
COC(=S)Nc1cccc(C(F)(F)F)c1 | 5
Cc1cc(SCC(=O)c2ccccc2)nc(=O)[nH]1 | 4
Cc1ccc(S(=O)(=O)CCSc2nc(C)cc(C)c2C#N)cc1 | 1

(next part)
SMILES | PREPL inh | LYPLA2 inh | PAFAH1B2 FP inh | LYPLA1 counter | PAFAH1B3 inh | PAFAH2 FP inh | pPAFAH inh | EBNA-1 inhibitor | ZTA DNA inh
COc1ccc(/C=N/n2cnnc2)cc1Br | 1 | 2 | / | 1 | / | / | 2 | 20 | 4
Cc1c(NC(=O)C(C)Sc2nnc(-c3ccccc3)o2)c(=O)n(-c2ccccc2)n1C (stereo not given) | -6 | 2 | -1 | 4 | 1 | 6 | 5 | 13 | 4
Cc1cnc(C(=O)Nc2ccccc2-c2nnn(CC(=O)NC3CCCC3)n2)cn1 | 5 | 2 | 3 | 0 | 12 | -7 | 8 | 15 | -3
Cc1ccc(N(Cc2ccccc2)C(=O)c2cc(S(=O)(=O)N3CCOCC3)ccc2N2CCCC2)cc1 | 31 | 4 | -1 | -2 | 5 | -4 | 4 | 2 | 8
COc1ccccc1CNC(=O)c1cc(-c2ccccc2)n(Cc2cc(C)no2)n1 | 19 | 1 | 1 | -1 | 9 | 5 | 3 | 10 | -14
NCCCC[C@H]1CNC(=S)N1CCc1cc(C(F)(F)F)cc(C(F)(F)F)c1 | 2 | -3 | 6 | -1 | 16 | 2 | 1 | -11 | -7
CCOC(=O)COn1c(=O)c(-c2ccco2)[n+]([O-])c2ccccc21 | 9 | 1 | 2 | 0 | 5 | 8 | 7 | -3 | 2
COc1cccc(NC(=O)CSCC(=O)O)c1 | 6 | 11 | 1 | 1 | 3 | -2 | 9 | -1 | -14
CCOC(=O)CSc1nnc(NC(=O)CN2CCN(C=O)CC2)s1 | -3 | 4 | 52* | 1 | 4 | 2 | 3 | -3 | -3
O=C(CSc1nnc(-c2ccccc2)c(-c2ccccc2)n1)N1CCc2ccccc21 | 7 | 6 | 3 | -2 | -6 | 6 | 8 | -3 | 2
COc1ccc(CNc2oc(-c3cccc4ccccc34)nc2P(=O)(OC)OC)cc1 | -1 | 1 | 11 | 3 | 2 | 7 | 9 | 3 | 4
COc1cccc2c(=O)c(SC(F)(F)C(F)C(F)(F)F)c(C)[nH]c12 (stereo not given) | 1 | 0 | 1 | -7 | 1 | 2 | 5 | 1 | 8
Cc1cccc(OCC(=O)Nc2c3c(nn2C(C)(C)C)CS(=O)(=O)C3)c1 | 5 | -3 | -2 | 0 | 13 | 1 | 7 | 6 | -6
CCN(C(=O)C12CC3CC(CC(C3)C1)C2)C1CCS(=O)(=O)C1 (stereo not given) | -7 | 3 | 7 | 1 | 2 | 8 | 5 | -8 | 4
O=C(C1CCN(c2ncnc3c2nc2n3CCCCC2)CC1)N1CCN(c2ccccc2F)CC1 | 44* | 2 | 6 | 0 | 9 | 1 | 5 | 1 | 7
CS(=O)(=O)c1ccc2nc(NC(=O)Oc3ccccc3)sc2c1 | -6 | 6 | -1 | 2 | 7 | -3 | 1 | 9 | 3
COC(=O)CSc1nccc(C)n1 | -1 | 44* | 4 | 4 | 10 | 4 | 6 | -4 | 10
Cc1ccc(OCCNC(=O)C2CCCCC2)cc1 | 12 | 7 | 8 | 1 | -6 | 6 | 5 | 1 | -18
O=C(NC(=O)N1CCSCC1)c1c(Cl)cccc1Cl | 7 | 4 | 6 | 0 | 1 | 3 | 1 | 11 | -1
CC(/C=N/NC(=O)Cn1cnc2c1c(=O)n(C)c(=O)n2C)=C\c1ccco1 | 15 | 6 | 3 | -1 | 2 | 4 | 1 | 10 | -1

From PubChem BioAssay

An excerpt; the hit share may differ from the screen's.
